Rab9 promoter act – activators of Rab9 promoter | actives 2.8% (n = 320,000) | Huh7 Rab9 promoter-luciferase reporter, luminescence, 24 h | Potency, µM (top dose mostly 9.22 µM), for the others: at the highest dose activation, negative = inhibition, usual class: activators; further: % of control where 0% means no effect; nearly all actives have a fitted effect of over 60% in size
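Promoter activation is measured as luciferase luminescence in Huh7 cells stably transfected with a Rab9 promoter–luciferase construct, following 24 h compound exposure at 37 °C and 10 min reagent incubation at ambient temperature.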
ELG1 genotoxic – inducers of genotoxicity in HEK293T ELG1-luciferase cells; HEK293T ELG1-luciferase reporter, luminescence, 16 h; Potency, µM (titrated, usually from 46 µM), without a hit: top-dose activity change, positive = activation, hits mostly activators; actives 1.3% (n = 330,000); AID 504466; further: % of control where 0% means no effect; nearly all actives have a fitted effect of over 60% in size
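Genotoxicity was scored as increased ELG1-luciferase reporter signal, measured by ONE-Glo luminescence (30 min, room temperature). Compound or vehicle exposure of the HEK293T reporter cells lasted 16 hr at 37°C.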
NPC1 promoter act – activates the NPC1 promoter | Huh7 NPC1 promoter luciferase reporter, 24 h | AID 485313 | Potency, µM (titrated, usually from 9.22 µM), without a hit: at the highest dose activation, hits mostly activators | actives 2.4% (n = 320,000);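 further: % of control where 0% means no effect; nearly all actives have a fitted effect of over 60% in size; reporter is driven by a mutant NPC1 promoter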
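Luminescence from an NPC1 promoter-driven luciferase reporter in stably transfected Huh7 cells was measured after 24 h compound treatment at 37 °C, followed by 10 min ambient incubation with luciferase detection reagent.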
p53 reactivator – mutant p53 re-activation in reporter cells; H1299 p53-A138V BP100-luciferase reporter, luminescence, 24 h; Potency, µM (highest dose often 92.2 µM), without a hit: at the top dose activity change, positive = activation, most hits filed as activators; actives 0.063% (n = 320,000); further: % of control where 0% means no effect; nearly all actives have a fitted effect of over 45% in size
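p53-null H1299 cells stably carrying temperature-sensitive p53-A138V and a BP100-luciferase reporter were pinned with compounds (4-point, 1:5 series) and held 24 hrs at 37 deg C. Luminescence was read 10 min after detection reagent.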
uPA surface inh – blocks generation of uPA at the cell surface. Potency, µM (doses to about 38.3 µM), for inactives: at the top dose activity change, negative = inhibition, usual class: inhibitors. AID 540303. actives 0.31% (n = 330,000). cell surface uPA generation assay, qHTS; active means well fitted inhibition curve with a large enough effect; inconclusive means small, poorly fitted or top-dose-only effect; inactive means no such curve, though single readings can be large or run the other way; tested in mouse RAW 264.7 cells; further: on the % scale 0 is the no-effect control and ±100 the full control effect; nearly all actives have a fitted effect of over 55% in size
BRCA1 expr act – BRCA1 expression activation; MCF7-BRCA1-FFLuc reporter, luminescence, 48 h; response scale: scaled: vehicle 0%, 10 µM genistein 100%; Potency, µM (highest dose often 46.1 µM), for the others: at the highest dose activation, actives largely listed as activators; actives 1.1% (n = 380,000); further: nearly all actives have a fitted effect of over 80% in size; some results filed as inactive show a strong effect at the top dose
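Activators of BRCA1 expression were detected as increased firefly luciferase luminescence in engineered MCF7 cells after 48 h compound incubation. Signals were scaled to genistein 10 microM as full activation.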
MLL CXXC-DNA inh – blocks binding of human MLL CXXC domain to DNA; Potency, µM (doses to about 115 µM), without a hit: top-dose activity change, negative = inhibition, most hits filed as inhibitors; Q03164; MLL-CXXC / FITC-HOXA9 DNA fluorescence polarization; actives 0.037% (n = 290,000); active means well fitted inhibition curve with a large enough effect in the polarisation, with a control signal flat, not every such curve was filed as active; inconclusive means small, poorly fitted or top-dose-only effect, or effect the other way, or a change in a side signal; inactive means no such curve, though single readings can be large or run the other way; the % refers to the polarisation
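Fluorescence polarization: 7 uM MLL-CXXC (stock) preincubated 5 min with compounds, then 50 nM fluorescein-HOX-A9 DNA (stock) added; 30 min ambient. Buffer 50 mM Tris-HCl pH 7.5, 50 mM NaCl, 1 mM DTT, 0.05% BSA.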
FLuc modulator – inhibits or activates purified firefly luciferase, miR-21 counter-screen | Potency, µM (doses to about 57.5 µM), for inactives: top-dose activity change, negative = inhibition, most hits filed as inhibitors | actives 6.9% (n = 360,000) | purified FLuc, Km substrates, luminescence inhibition | P08659;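 further: plate controls were vehicle for no effect and reference inhibitor for full effect; nearly all actives have a fitted effect of over 55% in size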
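Biochemical qHTS of compounds, final roughly 60 µM downward over six points, against 10 nM purified firefly luciferase using Km concentrations of substrates (10 uM D-luciferin, 10 uM ATP) in Tris acetate pH 7.5 buffer; luminescence output.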
RORgamma inh – blocks mouse ROR gamma transcriptional activity; actives 5.4% (n = 310,000); Drosophila S2 Gal4-RORgamma UAS-luciferase reporter, 20 h; AID 2551; Potency, µM (doses to about 53.6 µM), without a hit: top-dose activity change, negative = inhibition, usual class: inhibitors; further: on the % scale 0 is the no-effect control and ±100 the full control effect; nearly all actives have a fitted effect of over 60% in size
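Luminescence from a UAS-regulated Photinus luciferase reporter in stably transfected Drosophila Schneider cells is measured; decreased signal marks ROR gamma inhibition. Fusion expression is induced by 700 uM copper sulfate for 20 hr.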
Gal4-VP16 FLuc – counter-screen for ROR gamma inhibitors: Gal4-VP16 reporter | Potency, µM (top dose mostly 53.6 µM), for inactives: top-dose activity, negative = inhibition, most hits filed as inhibitors | Drosophila S2 Gal4-VP16 UAS-luciferase, luminescence, 20 h | actives 3.5% (n = 310,000);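 further: Gal4-VP16 expression switched on by copper sulfate through the metallothionein promoter; on the % scale 0 is the no-effect control and ±100 the full control effect; nearly all actives have a fitted effect of over 50% in size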
MBNL1 CUG block – MBNL1-poly(CUG) RNA binding inhibition | Potency, µM (highest dose often 57.5 µM), for the others: top-dose activity change, negative = inhibition, hits mostly inhibitors | TR-FRET MBNL1-His/biotin-(CUG)12 binding, 665/545 ratio | actives 0.036% (n = 280,000) | Q9NR56; active means well fitted inhibition curve with a large enough effect in the signal ratio, with a control signal flat, not every such curve was filed as active; inconclusive means small, poorly fitted or top-dose-only effect, or effect the other way, or a change in a side signal; inactive means no such curve, though single readings can be large or run the other way; the % refers to the signal ratio; further: on the % scale 0 is the no-effect control and ±100 the full control effect
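TR-FRET readout: Ex 340 nm, 665/545 nm emission ratio, normalized to buffer-only (basal) and MBNL1-(CUG)12 controls. Complex of MBNL1-His with Biotin-(CUG)12, compounds 92 nM–58 uM, incubated 60 min at room temperature.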
Active calls of the source: *; ? = inconclusive; . = not tested or not shown; & = joins results of further samples; [ ] = another dose, or the depositor's remark. Unless noted, the call rests on the fitted dose curve; in most records, active means well fitted curve in the direction sought with a large enough effect; inconclusive means small, poorly fitted or top-dose-only effect, or another doubt; inactive means no such curve, though single readings can be large; an effect the other way counts as inactive or inconclusive. Potency means the concentration at half of the fitted maximal effect. An excerpt (hit frequency here may not be typical).

SMILES	Rab9 promoter act	ELG1 genotoxic	NPC1 promoter act	p53 reactivator	uPA surface inh	BRCA1 expr act	MLL CXXC-DNA inh	FLuc modulator	RORgamma inh	Gal4-VP16 FLuc	MBNL1 CUG block
O=C(CCCOc1ccc(Cl)cc1)NC1CCCCC1	-4%	-4%	-1%	-8%	?	0%	-4%	3%	5%	-5%	-10%
Cc1nc2ccc(NC(=O)Cn3cnc4c3c(=O)n(C)c(=O)n4C)cc2s1	-5%	2%	-4%	-5%	.	.	6%	-6%	-14%	-3%	-1%
Cc1ccc(Sc2nc([N+](=O)[O-])nn2C)cc1	1%	0%	2%	-6%	1%	-3%	11%	0%	-23%	-9%	?
CCC(=O)c1cccc2c1N=CC1=C(CC(C)(C)CC1=O)N2	-3%	0%	0%	6%	1%	1%	-2%	-2%	-3%	4%	?
Cc1c(CCC(=O)N2CCC(C(=O)O)(c3ccccc3)CC2)c(=O)oc2cc3oc4c(c3cc12)CCCC4	4%	9%	12%	.	6%	-8%	6%	13µM*	1.1µM*	?	27%
CC(Nn1cnnc1)c1cc(Cl)ccc1O (stereo not drawn)	-5%	-3%	-2%	-3%	1%	35%	5%	-3%	-1%	2%	-19%
CCn1c(C)nnc1SCC(=O)Nc1ccc(Cl)cc1	0%	5%	-3%	7%	-8%	4%	-7%	-12%	41%	5%	-4%
Cc1cc2c(=O)n(C)c(SCC(=O)NC3CCCC3)nc2s1	3%	0%	-1%	-3%	6%	-31%	.	0%	.	.	.
CC(=O)c1ccc(NC(=O)CSCC(=O)Nc2ccc3ccccc3c2)cc1	-1%	3%	0%	4%	1%	17%	2%	?	27%	-3%	0%
Cc1ccc(C)c(NC(=O)C2C3C=CC(O3)C2C(=O)O)c1 (stereo not drawn)	-7%	3%	-1%	-25%	0%	16%	-5%	1%	15%	3%	-9%
Cc1noc(C)c1COc1ccc(C(=O)OCC(=O)N2CC(=O)Nc3ccccc32)cc1	-8%	0%	-2%	-6%	.	-25%	0%	-14%	34%	-10%	-21%
O=C(COC(=O)/C=C/c1cccc(C(F)(F)F)c1)NC(=O)NCc1ccccc1	-5%	0%	-3%	6%	7%	-10%	.	0%	.	.	.
Cc1ccccc1OCCC(=O)Nc1ccc(Cl)cc1F	-2%	-1%	-3%	20%	4%	-7%	-2%	-7%	41%	-1%	2%[11.5 µM]
CC(C)(C)NC(=O)COc1ccc(S(=O)(=O)N2CCCC2)cc1	3%	2%	5%	4%	-3%	-10%	-10%	-6%	11%	-5%	4%
COc1ccc(OCc2cc(C(=O)NCC(C)(C)N3CCOCC3)no2)c(Cl)c1	17%	-3%	4%	-11%	-25%	-15%	0%	?	-8%	-15%	0%
Brc1ccc(-c2nnc3sc(CNCc4ccc5c(c4)OCO5)cn23)cc1	-6%	2%	1%	0%	9%	-20%	-3%	1%	-2%	3%	-10%
COc1cc(C(=S)N2CCCCC2)ccc1O	-3%	-2%	-2%	-4%	14%	-3%	1%	0%	-26%	3%	0%
CN(CC(=O)Nc1cccc(F)c1)C(=O)COc1cccc2c1OC(C)(C)C2	-2%	-1%	-6%	0%	2%	-17%	18%	-1%	?	2%	2%
Cc1ccnc(NC(=O)CCC(=O)N(CC(=O)NCc2ccc(F)cc2)Cc2ccccc2)c1	-4%	-4%	-2%	3%	7%	-11%	0%	2%	0%	20%	-5%
Cc1oc(-c2ccccc2Cl)nc1CSCC(=O)N1CCCC1	25%	-17%	0%	1%	-10%	28%	0%	-1%	-23%	0%[0.365 µM]	-7%
CC(NC(=O)CCN1C(=O)c2ccccc2S1(=O)=O)c1ccccc1 (stereo not drawn)	-4%	0%	-1%	7%	4%	12%	.	1%	.	.	.
COc1ccc(/C=N/NC(=O)c2cccc(NC(=O)c3ccccc3Cl)c2)cc1	-2%	0%	-19%	18%	-5%	0%	15%	5.4µM*	24%	-1%	8%
CCN(CC(=O)Nc1cccc(C(C)=O)c1)S(=O)(=O)c1ccccc1	3%	-1%	5%	0%	2%	-8%	1%	-3%	-19%	-2%	-11%
COCCN1C(=O)/C(=C/c2ccc(Oc3ccc([N+](=O)[O-])cn3)c(OC)c2)SC1=Nc1ccccc1	-1%	1%	-7%	5%	.	-17%	1%	11%	-38%	0%	3%
COc1cccc2c1cc1c(=O)n(CC(=O)NCCCN3CCN(C)CC3)nc(C)n12	2%	1%	-3%	-2%	11%	-1%	0%	-1%&5%	-17%	-5%	19%
COc1ccc(C2=NS(=O)(=O)N(C)C(C(=O)NC3CCCC3)=C2)cc1	-6%	4%	-1%	.	1%	-3%	.	0%	2%	-1%	?
O=C(Nc1ccc(Cl)cc1)Nc1ccc(C(=O)N2CCOCC2)cc1	-1%	0%	18%	2%	16%	68%	0%	?	23%	2%	-3%
Oc1ccc(/C=N/NC(=S)NCC2CCCO2)cc1 (stereo not drawn)	2%	4%	-4%	-1%	-5%	-7%	4%	2%	?	2%	2%
COc1ccc(C(=O)/C=C/c2ccc(OC)cc2OC)c(O)c1	?	?	?	16%	?	11%	-3%	3µM*	0.79µM*	21%	-2%
COc1ccc(N(C(=O)Cn2nnc(-c3ccc(F)cc3)n2)C(C)C(=O)NC2CCCC2)cc1OC (stereo not drawn)	0%	0%	-1%	-10%	-7%	-13%	6%	0%	11%	17%	1%
O=C(NNC(=S)Nc1ccccc1C(F)(F)F)c1cccnc1	2%	-1%	1%	9%	5%	-4%	5%	-1%	-22%	-14%	-4%
CCN(CC)c1ncnc2sc3c(c12)CCC3	-3%	-10%	-2%	-21%	4%	-23%	-7%	-3%	-28%	3%	20%
COc1cccc(/C(N)=N/OC(=O)Cc2ccccc2[N+](=O)[O-])c1	20%	?	4%	14%	-3%	0%	4%	?	25%	-4%	11%
CCN1C(=C(C#N)C#N)C=Cc2ccccc21	-4%	-9%	-5%	-2%	-9%	-4%	13%	2%	-25%	-5%	?
COC(=O)c1ccccc1NC(=O)c1ccc2c(c1)OCCO2	18%	13%	3%	19%	-7%	-17%	-6%	?	33%	-1%	-3%
O=C(Nc1cccc(Cl)c1)N1CCN(C2c3ccccc3-c3ccccc32)CC1	-2%	-9%	-7%	15%	3%	-30%	6%	-1%	38%	?	3%
c1ccc(NCCCNc2ccccc2)cc1	1%	15%	-3%	9%	-3%	12%	12%	3%	19%	-7%	6%
CCCC(NCC(=O)Nc1ccccc1C(=O)NC1CC1)c1ccccc1 (stereo not drawn)	-6%	-3%	-3%	8%	0%	4%	.	-1%	.	.	.
O=C(CN1C(=O)/C(=C/c2cccc(Br)c2)SC1=S)N1CCCC1	-28%	7%	-10%	28%	3%	-8%	2%	?	-20%	-8%	3%
O=C1C2C3C=CC(C4CC34)C2C(=O)N1/N=C/c1ccc(-c2ccc(F)cc2[N+](=O)[O-])o1 (stereo not drawn)	-2%	-2%	6%	4%	-12%	1%	5%	13µM*	?	12%	?

Taken from above.
RORgamma inh with O=C(CN1C(=O)/C(=C/c2cccc(Br)c2)SC1=S)N1CCCC1 stands at -20%
Gal4-VP16 FLuc with CCN(CC)c1ncnc2sc3c(c12)CCC3 stands at 3%

Remaining list, next part:
SMILES	Rab9 promoter act	ELG1 genotoxic	NPC1 promoter act	p53 reactivator	uPA surface inh	BRCA1 expr act	MLL CXXC-DNA inh	FLuc modulator	RORgamma inh	Gal4-VP16 FLuc	MBNL1 CUG block
CN1CCN(c2ccc(NC(=O)c3ccc(Cl)cc3)cn2)CC1	?	1%	10%	23%	-1%	6%	2%	0%	10%	-9%	3%
COc1ccc(-c2nc3scc(-c4ccccc4)n3n2)cc1	-2%	16%	1%	12%	0%	-69%	14%	?	-22%	0%	2%
C(=N\N=C\c1cccs1)/c1cccs1	2µM*	6%	?	?	-12%	?	-5%	2.1µM*	10%	21%	.
CCCCC(CC)C1OCC(CN2CCCC2)O1 (stereo not drawn)	1%	0%	-4%	2%	2%	4%	-1%	0%	-9%	-4%	-5%
Cc1ccc(-c2cc(-c3ccccc3)nc(NN)n2)cc1	2%	-4%	2%	-1%	-2%	-29%	17%	?	?	-5%	-5%
CN(C)CCCN(C(=O)c1cc2ccccc2oc1=O)c1nc2c(F)cccc2s1	-2%	5%	0%	2%	-2%	-11%	0%	-3%	4%	-5%	6%
